# Screens: PubChem, several laboratories
# RGS4-Gao reg: modulators of RGS4 binding to Galphao, primary screen, biochemical, multiplexed bead flow cytometry | Guanine nucleotide-binding protein G(o) subunit alpha (Homo sapiens), P09471 | actives lie on both sides | binding response (% of control), % at 10 µM | 220,000 compounds, 0.33% hits | AID 1415, 2008; in the data active means binding response below about 49% or above about 150%; inactive means in between;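 further: fluorescent Galphao activated with aluminum fluoride binding bead-coupled RGS4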
# Target sequence (P09471 whole entry, looked up): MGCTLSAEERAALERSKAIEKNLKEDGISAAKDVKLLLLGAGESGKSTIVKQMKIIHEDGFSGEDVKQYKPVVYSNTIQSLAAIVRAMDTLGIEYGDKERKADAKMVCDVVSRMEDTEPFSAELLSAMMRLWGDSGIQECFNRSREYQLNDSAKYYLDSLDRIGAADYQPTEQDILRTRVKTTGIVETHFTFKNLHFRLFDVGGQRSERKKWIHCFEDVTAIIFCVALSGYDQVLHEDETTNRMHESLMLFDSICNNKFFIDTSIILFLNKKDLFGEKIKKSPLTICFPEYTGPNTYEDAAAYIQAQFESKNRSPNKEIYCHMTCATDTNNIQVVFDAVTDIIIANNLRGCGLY
# Mcl1-Bid inh: Mcl-1/Bid binding inhibitors, primary screen, biochemical, TR-FRET, 1536-well; Induced myeloid leukemia cell differentiation protein Mcl-1 (Homo sapiens), Q07820; inhibition, % at 21.7 µM; 220,000 compounds, 0.97% hits; TR-FRET Mcl-1/Bid-Dy647 peptide binding;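 active means compounds that cut the binding signal by more than half at the single screening dose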;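 further: His-tagged Mcl-1 with europium anti-His antibody binding Bid BH3 peptide; 0% = Mcl-1 plus peptide wells and 100% = peptide-only wells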
# Target sequence (Q07820 whole entry, looked up): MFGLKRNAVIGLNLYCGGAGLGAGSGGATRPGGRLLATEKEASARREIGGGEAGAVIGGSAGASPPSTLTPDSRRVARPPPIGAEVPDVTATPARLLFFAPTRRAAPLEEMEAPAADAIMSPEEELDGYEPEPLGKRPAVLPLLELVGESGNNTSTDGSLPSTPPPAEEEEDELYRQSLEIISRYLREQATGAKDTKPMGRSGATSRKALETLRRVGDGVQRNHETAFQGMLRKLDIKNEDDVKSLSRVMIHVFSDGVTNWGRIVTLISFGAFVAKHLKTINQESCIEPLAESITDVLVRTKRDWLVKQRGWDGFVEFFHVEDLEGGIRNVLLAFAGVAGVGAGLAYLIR
# RGS8-Gao: RGS8-Galphao binding modulators, primary screen, biochemical, multiplexed bead flow cytometry; response (percent of control binding), % at 10 µM; actives lie on both sides; AID 1423, 2008; Guanine nucleotide-binding protein G(o) subunit alpha (Homo sapiens), P09471; 220,000 compounds, 0.34% hits; in the data active means response below about 60% or above about 140%; inactive means in between;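 further: Galphao activated as the GDP aluminium fluoride complex binding bead-coupled RGS8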
# RGS7-Gao: RGS7-Galphao binding modulators, primary screen, biochemical, multiplexed bead flow cytometry. Guanine nucleotide-binding protein G(o) subunit alpha (Homo sapiens), P09471. actives lie on both sides. binding response (% of control), % at 10 µM. 220,000 compounds, 0.35% hits. AID 1439, 2008; in the data active means binding response below about 49% or above about 150%; inconclusive means no clear call, values can overlap the other calls; inactive means in between;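 further: fluorescent Galphao held in activated GDP-AlF4 state binding bead-coupled RGS7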
# An asterisk follows results filed as active; ? = inconclusive; . = not tested or not shown; [ ] = dose if it differs, or a comment.
RGS4-Gao reg	Mcl1-Bid inh	Compound	RGS8-Gao	RGS7-Gao
96	-36	O=C(NC(=S)Nc1ccc(CN2CCCCC2)cc1)c1cc2ccccc2o1	98	?
99	-87	CC(=O)NC(=S)Nc1cccc2ccc(C)nc12	102	?
101	-36	C#Cc1ccc([C@H]2C=C(C(=O)Nc3ccccc3)O[C@@H](OCc3ccc(CO)cc3)C2)cc1	100	?
94	-16	O=C(CSc1nnc(SCc2ccccc2)s1)N/N=C/c1ccc(C(=O)O)cc1	99	?
102	-17	CCOc1cccc(NC(=O)/C(C#N)=C/c2cccnc2)c1	97	?
81	26	COc1ccc(CN2CCN(c3ccccn3)CC2)c(OC)c1C	93	?
101	21	NC(=O)CC(NC(=O)Cc1cccc2ccccc12)c1ccc(NC2CCCCC2)c([N+](=O)[O-])c1 (stereo not given)	98	?
91	-28	CCOC(=O)Cc1c(C)[nH]n(-c2ccccc2)c1=O	100	?
102	-13	CNC(=O)Nc1cccc(-c2ccnc(C)n2)c1	100	?
109	-16	Cc1oc(C(C)(C)C)cc1C(N)=O	102	?
98	-33	CC1(c2nnc(-c3ccncc3)o2)CC(c2ccc(F)cc2)=NO1 (stereo not given)	99	?
99	-121	CCN(CC)S(=O)(=O)c1ccc(C)c(NC(=S)NC2CCCCC2)c1	99	?
96	-10	CC(C)CC(=O)NC(C)C(c1cccs1)N1CCOCC1 (stereo not given)	101	?
100	-73	Cc1ccc(C2C(C#N)=C3N=C(N)c4ccccc4N3C3=C2C(=O)CCC3)cc1 (stereo not given)	102	?
106	10	CS(=O)(=O)c1ccc2nc(NC(=O)c3ccc(N4C(=O)CCC4=O)cc3)sc2c1	103	?
83	-26	Cc1noc(C)c1C(=O)N1CCC(C(=O)c2ccc(F)cc2F)CC1	95	?
105	2	CSc1nc(C)c(C(=O)C[n+]2ccccc2C)cc1C#N	101	?
81	-45	CCN(CC)S(=O)(=O)c1ccc(Cl)c(NC(=O)COC(=O)c2ccc([N+](=O)[O-])o2)c1	93	?
104	-64	CN1CCc2c(sc(/N=C/c3c[nH]c4ccccc34)c2C(N)=O)C1	101	?
105	-32	COc1cccc2cc(C(=O)OCC(=O)NCc3ccc4c(c3)OCO4)c(=O)oc12	103	?
106	5	O=C(Oc1c(-c2ccccc2)c(=O)n2c3c(cccc13)CC2)c1cccc([N+](=O)[O-])c1	100	?
101	-29	O=C(CSc1ncn[nH]1)N1c2ccccc2Sc2ccccc21	99	?
101	-19	COc1cc(OC)cc(C(=O)Nn2cnnc2)c1	101	?
108	-71	O=C(c1ccc(S(=O)(=O)N2CCOCC2)cc1)N1CCN(S(=O)(=O)c2ccc(Cl)s2)CC1	104	?
102	14	COC(C[C@@H]1O[C@H]1[C@@H](O)[C@@H](C)OCc1ccccc1)OC	99	?
98	1	Cc1n[nH]c(C)c1Cc1c(F)cccc1Cl	100	?
92	-9	CN(C)/C=N/NC(=O)c1ccccc1Cl	94	?
96	-163	CCN(CC)S(=O)(=O)c1ccc(C(=O)Nc2nnc(NC(=S)Nc3ccccc3)s2)cc1	102	?
87	-51	COc1ccc(NC(=O)Cn2nc(Cc3cccnc3)c3ccccc3c2=O)c(OC)c1	98	?
99	-40	Cn1c(=O)c2c(nc(Sc3ncnn3CC(=O)N3CCOCC3)n2C)n(C)c1=O	99	?
99	-21	CCc1ccccc1N1C(=O)[C@@H]2Cc3ccccc3CN2C1=O	100	?
108	1	Cc1cccc2cc(C3CC(c4ccco4)=NN3S(C)(=O)=O)c(Cl)nc12 (stereo not given)	101	?
101	-110	COc1ccccc1N1CCN(C(=S)NC(=O)/C=C/c2ccc(F)cc2)CC1	98	?
99	-12	Fc1ccc(NC(=S)N2CCCC(c3ccccc3)=N2)cc1	100	?
103	2	O=C(NCCCCCCNC(=O)c1cncc(O)c1)c1cncc(O)c1	101	?
91	4	CSc1nc(-c2ccc(Cl)cc2)nc(N)c1C#N	100	?
104	-12	CC(=O)c1ccc(Nc2c3c(nc4ccccc24)CCCC3)cc1	100	?
96	-15	Cc1ccc2c(c1)C(=O)CC(O)(C(F)F)O2 (stereo not given)	98	?
103	5	Cn1c(=O)oc2cc(S(=O)(=O)N3CCc4ccccc43)ccc21	100	?
98	-40	Cc1ccc(S(=O)(=O)NNC(=S)NCCc2ccccc2)cc1	98	?
93	-8	O=c1oc(-c2ccccc2NS(=O)(=O)c2ccc(Cl)cc2)nc2ccccc12	97	?
95	-40	CCOP(=O)(OCC)C(Nc1cccc([N+](=O)[O-])c1)c1ccc(N(C)C)cc1 (stereo not given)	99	?
98	-34	COc1ccc(/C=C2\N=C(c3ccccc3Cl)NC2=O)cc1	99	?
108	-23	Cc1ccc(CNC(=O)c2ccc3c(=O)n4c(-c5ccc(C)cc5)csc4nc3c2)cc1	107	?
103	-34	O=C(CNS(=O)(=O)c1c(Cl)cccc1Cl)OCC(=O)c1ccc[nH]1	104	?
105	0	Cn1c(SCc2ccc(Cl)cc2)nnc1-c1ccc2nonc2c1	101	?
130	-16	CC(=O)Nc1ccc(NC(=O)C(C)OC(=O)c2ccc3c(c2)OCCO3)cc1 (stereo not given)	122	?
87	-17	N#CNC(=Nc1cccc(Cl)c1)Oc1ccccc1	94	?
97	-38	Cn1cc(CCNC(=O)CC2C(=O)NCCN2CC(c2ccccc2)c2ccccc2)cn1 (stereo not given)	98	?
101	-24	Cc1cccc2nc3c(nc12)-c1ccccc1C3=O	100	?
105	16	C/C(=N\NC1=N[C@H]2CS(=O)(=O)C[C@H]2S1)c1ccccc1	102	?
102	-40	Cc1ccc(-c2[nH][nH]c(=O)c(=O)c2N=Nc2ccccc2)cc1	102	?
99	-8	CCCNC(=O)Nc1cccc(C(=O)OC)c1	100	?
100	-12	COc1ccc(CNCC(=O)Nc2cc(C)nn2-c2nc(C)cc(C)n2)cc1OC	99	?
101	-40	COc1ccc(C2c3[nH]c4ccccc4c3CCN2C(=O)Cc2nonc2C)c(F)c1 (stereo not given)	101	?
107	-11	CN(Cc1ccccc1)C1=CC(=[N+]2CCCCC2)CC(C)(C)C1	107	?
101	-5	N#C/C(=C(/O)c1cc2ccccc2o1)c1nc2ccccc2s1	101	?
98	-7	CCSc1ccc(C(=O)NCC(=O)O)cc1	97	?
99	-87	N/C(=N\NC(=O)c1cccs1)c1cc2cc(Cl)ccc2oc1=O	100	?
99	18	Cc1ccc2cc(/C=C/C(=O)c3ccco3)c(Cl)nc2c1	98	?

# Continued:
RGS4-Gao reg	Mcl1-Bid inh	Compound	RGS8-Gao	RGS7-Gao
93	-100	Oc1ccc(N=Nc2ccc3c(c2)OCCO3)c2ncccc12	98	?
99	-49	CC(=O)Nc1ccc(NS(=O)(=O)c2c(Cl)cccc2Cl)cc1	97	?
101	-43	COc1ccccc1NC(=S)N1CCNC(=O)C1CC(=O)Nc1cccc(C)c1 (stereo not given)	100	?
101	-46	COc1ccc(O)c(C(=O)c2cc(C#N)c(=O)n(-c3ccc(Cl)cc3)c2)c1	100	?
98	-23	CCOC(=O)c1cc(-c2ccccc2)n[nH]1	97	?
102	-13	Cc1ccc(S(=O)(=O)NC(=O)Nc2cc(C(C)(C)C)on2)cc1	101	?
99	-87	COc1cccc(/C=N/NC(=O)CNC(=O)COc2ccccc2)c1O	95	?
96	-23	Nc1ccc(Oc2c(Cl)cccc2Cl)nc1	99	?
104	-35	N#Cc1ccc(C23CC4(C2)[C@H](CN(Cc2cccnc2)[C@@H]4c2ccccc2)C3c2ccccc2)cc1 (stereo not given in full)	102	?
100	-25	O=c1c2ccccc2n(CC(O)CN2CCCCC2)c2ccccc12 (stereo not given)	101	?
106	17	COC(=O)c1sc(-c2cccs2)cc1NC(=O)/C=C/C(=O)O	104	?
102	6	NC(=O)c1cc2c(s1)-c1cc(Cl)ccc1SC2	105	?
99	-9	C/C(=N\NC(=O)Cn1nc(C)c([N+](=O)[O-])c1C)c1ccco1	96	?
103	9	O=C(CSc1nc2ccccc2s1)N/N=C/c1ccccc1C(=O)O	104	?
105	-20	CNC(=O)N(O)C1N(/N=C/c2cccs2)C(=S)SC1(C)C (stereo not given)	100	?
117	9	CCS(=O)(=O)N1CCC(C(=O)Nc2cc([N+](=O)[O-])ccc2C)CC1	109	?
100	-7	COc1ccc(NC(=O)CN(C)C2CCCCC2)cc1Cl	103	?
102	16	Clc1ccc(SCCCN2CCCCC2)cc1	102	?
104	-55	Cc1nc(C(=O)NC2CC2)sc1C1(C)CC(c2ccccc2)=NO1 (stereo not given)	101	?
96	-142	O=C(N/N=C/c1cccc(O)c1)c1ccccc1O	99	?
96	-10	CCc1ccc(Nc2nnc(SCC(=O)N(C)C3CCS(=O)(=O)C3)s2)cc1 (stereo not given)	95	?
97	-20	O=S(=O)(NCc1ccccc1)c1ccc(Br)c2nsnc12	99	?
106	-81	CC(C)(C)NC(=O)C(c1ccccn1)N(C(=O)c1csnn1)C1CCCC1 (stereo not given)	99	?
83	-114	COCCCN(C(=S)Nc1cc(Cl)cc(Cl)c1)C(C)c1ccccn1 (stereo not given)	89	?
158*[activator]	6	COc1ccc(/C=C/c2nnc(NC(C)=O)s2)cc1	110	?
100	7	CCn1c2ccccc2c2cc(NC(=O)c3ccccc3-c3ccccc3C(=O)O)ccc21	101	?
102	9	COC(=O)c1ccc(S(=O)(=O)N(CCO)Cc2ccccc2)n1C	101	?
106	-4	O=C(N/N=C/c1c[nH]c2ccc(Br)cc12)C1CC1	100	.
103	-38	COC(=O)N/N=C/c1cc(C)n(-c2ccc(Br)cc2)c1C	101	?
101	-2	O=C(CN1CCCCC1)Nc1ccc(C(F)(F)F)cc1Cl	99	?
105	-37	O=C(COC(=O)c1ccc(Br)o1)Nc1nc2c(F)c(F)c(F)cc2s1	100	?
102	-27	Cc1cc(C)c(NC(=S)N(C)C)c(C)c1	101	?
98	-75	CC[C@H](C)/C=C(C)/C=C/C(=O)Cc1cc(O)c(C)c(O)c1C=O	103	?
97	11	CC(=O)Nc1ccc(Oc2cncc(Cl)c2)nc1	100	?
97	-28	O=C(Nc1cccc(C(F)(F)F)c1)Oc1ccccc1N1CCOCC1	101	?
92	-41	CC(C)(C)c1ccc(C(=O)Nc2ccc(O)c3c(=O)cc(-c4cccc(Cl)c4)oc23)cc1	76	?
91	27	CCn1c(=O)c2cc(C(=O)Nc3ccccc3OC)sc2c2ccccc21	93	?
101	-101	Nc1c(C(=O)OCC(=O)Nc2ccc(Cl)cc2[N+](=O)[O-])[nH]c(=O)[nH]c1=O	102	?
107	-56	COc1cccc(C(=O)Nc2cc(Cl)c(O)c(Cl)c2)c1	102	?
94	-14	FC(F)(F)c1nnc(Nc2ccc(Cl)cc2)s1	100	?
101	1	CCOC(=O)/C=C/c1nc(C(=O)OCC)c(C)c(=O)[nH]1	101	?
100	-53	CNC(=S)NCCc1ccccc1	104	?
95	-10	COc1ccc(-c2nnc(CSc3nc4ccccc4c(=O)n3CC3CCCO3)o2)cc1OC (stereo not given)	98	?
118	-18	Cc1ccc(S(=O)(=O)Nc2cccnc2Oc2ccc(Cl)cc2)cc1	101	?
99	-109	CCOC(=O)/C(C#N)=C/C1=C(N2CCOCC2)C(C)(C)OCC1	100	?
105	-3	CCn1c(NC(=O)C(C)C)c(-c2ccccc2)c(=O)c2ccccc21	101	?
103	-25	CC12COC3(C(=O)N4CCN(c5ccccn5)CC4)CC1CCC32C (stereo not given)	102	?
93	-30	C[C@]12C[C@H](O)[C@@H]3c4ccc(O)cc4CCC3[C@@H]1CCC2=O (stereo not given in full)	95	?
96	10	Cc1ccc(S(=O)(=O)CC(=O)c2ccc([N+](=O)[O-])cc2)cc1	100	?
86	4	CN1CCN(c2cc3c(cc2F)c(=O)c(C(=O)O)cn3CCF)CC1	97	?
100	-2	O=C(NCCc1ccccn1)c1cccnc1Oc1ccc(Cl)cc1	100	?
94	-27	CCN1Cc2c(/C=C/c3ccccc3)nc3ccc(OC)cc3c2N(c2cccc(Cl)c2)C1	92	?

# Marked active in RGS4-Gao reg, among the entries above:
RGS4-Gao reg	Mcl1-Bid inh	Compound	RGS8-Gao	RGS7-Gao
158*[activator]	6	COc1ccc(/C=C/c2nnc(NC(C)=O)s2)cc1	110	?

# Entries listed so far that contain a COOH group, in the order listed:
RGS4-Gao reg	Mcl1-Bid inh	Compound	RGS8-Gao	RGS7-Gao
94	-16	O=C(CSc1nnc(SCc2ccccc2)s1)N/N=C/c1ccc(C(=O)O)cc1	99	?
98	-7	CCSc1ccc(C(=O)NCC(=O)O)cc1	97	?
106	17	COC(=O)c1sc(-c2cccs2)cc1NC(=O)/C=C/C(=O)O	104	?
103	9	O=C(CSc1nc2ccccc2s1)N/N=C/c1ccccc1C(=O)O	104	?
100	7	CCn1c2ccccc2c2cc(NC(=O)c3ccccc3-c3ccccc3C(=O)O)ccc21	101	?
86	4	CN1CCN(c2cc3c(cc2F)c(=O)c(C(=O)O)cn3CCF)CC1	97	?

# Only part of the results is shown (hit frequency here may not be typical).
